# From PubChem BioAssay
# CD40 NFkB inh = CD40 pathway inhibition in BL2 cells; BL2 NF-kB luciferase reporter, CD40L-induced, 4 h; 83,000 compounds, 0.94% hits; inhibition, % at 10 µM; AID 1053188;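 active means mean inhibition of at least 50% with a set share of replicates also reaching that level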;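 further: 0% = neutral control wells and 100% = IKK inhibitor VII at 50 µM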
# * hit, by the source's call; [ ] = dose if it differs, or a comment. This is a subset; count on the stated rates, not on these rows.
CD40 NFkB inh	SMILES
-22	CCCCOC(=O)c1ccc(N)cc1
19	CC(=O)OCC(=O)C1(O)CCC2C3CCC4=CC(=O)C=CC4(C)C3(F)C(O)CC21C (stereo not given)
-37	Cc1oncc1C(=O)Nc1ccc(C(F)(F)F)cc1
-11[25 µM]	CN=C(NC#N)Nc1ccc(C2=NNC(=O)CC2C)cc1 (stereo not given)
-2[25 µM]	COc1ccc([C@@H]2CNC(=O)C2)cc1OC1CCCC1
4	OCC(O)CN1CCN(c2ccccc2)CC1 (stereo not given)
6	CCC12CCCN3CCc4c(n(c5ccccc45)C(O)(C(=O)OC)C1)C32 (stereo not given)
1	CCN(CC)CCOC(=O)C(c1ccccc1)c1ccccc1
-40	COC(=O)Nc1nc2ccc(C(=O)C3CC3)cc2[nH]1
-1[25 µM]	CN(C)C(=N)N=C(N)N

# Rewritten with bars between the fields: part of the list above
compound | CD40 NFkB inh
CCCCOC(=O)c1ccc(N)cc1 | -22
CC(=O)OCC(=O)C1(O)CCC2C3CCC4=CC(=O)C=CC4(C)C3(F)C(O)CC21C (stereo not given) | 19
Cc1oncc1C(=O)Nc1ccc(C(F)(F)F)cc1 | -37
CN=C(NC#N)Nc1ccc(C2=NNC(=O)CC2C)cc1 (stereo not given) | -11[25 µM]
COc1ccc([C@@H]2CNC(=O)C2)cc1OC1CCCC1 | -2[25 µM]
OCC(O)CN1CCN(c2ccccc2)CC1 (stereo not given) | 4

# Structural class, those above with four or more nitrogen atoms (two)
CD40 NFkB inh	SMILES
-11[25 µM]	CN=C(NC#N)Nc1ccc(C2=NNC(=O)CC2C)cc1 (stereo not given)
-1[25 µM]	CN(C)C(=N)N=C(N)N

# More results:
CD40 NFkB inh	SMILES
16	OCCOCCN1CCN(C(c2ccccc2)c2ccc(Cl)cc2)CC1 (stereo not given)
1	COc1ccccc1OC(=O)Oc1ccccc1OC
-1[25 µM]	CC(C)(C(=O)c1cccnc1)c1cccnc1
13	O=C1CCc2cc(OCCCCc3nnnn3C3CCCCC3)ccc2N1
0	CCCc1cc(C(N)=S)ccn1
-21	CCOC(=O)Nc1ccc2c(c1)N(C(=O)CCN1CCOCC1)c1ccccc1S2
6[25 µM]	CC1(C)Oc2ccc(C#N)cc2[C@@H](N2CCCC2=O)[C@@H]1O
-2	C#C[C@]1(O)CC[C@H]2[C@@H]3CCC4=CC(=O)CC[C@@H]4[C@H]3CC[C@@]21CC
-16	COc1cc(C)nc(-n2nc(C)cc2OC)n1
8	COc1cc(C(=O)NCCCCCC(=O)O)cc(OC)c1OC
-126	C[C@]12CC[C@H]3C(=CCc4cc(O)ccc43)[C@@H]1CCC2=O
